# NPYLR7 agonist – activates Aedes aegypti NPYLR7 receptor | activation, % at 10 µM | HEK293T NPYLR7/Galpha15, GCaMP6s calcium fluorescence | 270,000 tested, 0.15% active; in the data active = activation above about 40%;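 note: 0% = vehicle and 100% = reference agonist at the receptor; some compounds past the cut are filed as inactive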
# mcGAS lum – inhibitors of mouse cGAS. Q8C6L5. recombinant cGAS, Kinase-Glo ATP depletion luminescence. inhibition, % at 12.5 µM. 160,000 tested, 0.15% active. AID 1259399;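 note: 0% = negative control wells and 100% = reference inhibitor with no enzyme activity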
# hcGAS lum – human cGAS inhibition; Q8N884; recombinant h-cGAS, ATP depletion, Kinase-Glo luminescence; inhibition, % at 12.5 µM; 290,000 tested, 0.081% active; AID 1259398;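 note: 0% = vehicle reaction and 100% = reaction without DNA for no activity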
# Target sequence (Q8N884 whole entry, looked up): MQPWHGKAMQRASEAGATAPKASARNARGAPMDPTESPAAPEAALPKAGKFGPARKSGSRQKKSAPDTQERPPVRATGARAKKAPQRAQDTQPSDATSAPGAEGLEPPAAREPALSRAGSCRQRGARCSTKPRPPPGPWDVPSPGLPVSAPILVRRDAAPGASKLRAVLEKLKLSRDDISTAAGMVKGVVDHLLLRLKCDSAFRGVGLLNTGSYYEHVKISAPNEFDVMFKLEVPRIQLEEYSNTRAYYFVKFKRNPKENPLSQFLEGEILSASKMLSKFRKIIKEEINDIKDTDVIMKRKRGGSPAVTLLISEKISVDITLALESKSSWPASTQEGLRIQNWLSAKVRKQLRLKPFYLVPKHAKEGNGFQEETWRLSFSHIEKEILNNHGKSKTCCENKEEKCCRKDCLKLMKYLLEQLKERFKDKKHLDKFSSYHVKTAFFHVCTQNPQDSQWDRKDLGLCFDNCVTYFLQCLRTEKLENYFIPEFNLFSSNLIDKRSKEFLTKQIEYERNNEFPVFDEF
# * marks the source's active call; other numbers are inactive results; · = no result given; & = joins results of further samples. Cut-off read from the data, not from the text of the source, unless noted: active = inhibition above about 40%; inactive = the rest.
structure	NPYLR7 agonist	mcGAS lum	hcGAS lum
Cc1ccc(C(=O)N2CCCC3(CNC(=O)O3)C2)cc1N1CCNC1=O (stereo unspecified)	7.9	-15.0	-7.0
COc1cc(/C=C/CN2CCCC(CNC(=O)c3ccco3)C2)ccc1O (stereo unspecified)	8.0&-5.5	·	0.6&-5.5
O=C(NCc1cn2ccsc2n1)C(=O)Nc1cccc2c1CCCC2	10.6	·	-10.1
CC(C)(O)CC[C@@H](O)[C@](C)(O)C1CC[C@@]2(O)C3=CC(=O)C4C[C@@H](O)[C@@H](O)C[C@]4(C)C3CC[C@]12C (stereo partly specified)	·	-4.0	-3.2
COc1cc(OC)c(OC)cc1CNC(=O)CCl	-13.0	·	4.1
CC(NC1CSCCSC1)c1cn2ccsc2n1 (stereo unspecified)	-1.4	-16.7	-7.7
C[C@H](Cc1ccc(O)c(O)c1)[C@@H](C)Cc1ccc(O)c(O)c1	4.6	0.3	1.5
O=C1NC(=S)SC1=Cc1ccccc1OC(F)F	6.6	34.0	26.1
COC(=O)C1=C(C)N(CCc2cccs2)C(=O)NC1c1ccc(Cl)s1 (stereo unspecified)	11.1	·	-7.3
COc1ccc(-c2nnc3n2N=C2CCCCC2S3)c(OC)c1 (stereo unspecified)	5.2	·	-10.4
N#CC1(C#N)OC(C#N)(C#N)C2OC=CC21 (stereo unspecified)	-1.1	·	-1.2
CCO[C@H]1COC[C@@H]1NC(=O)Nc1cn(CC)nn1	·	-6.4	-12.4
Cc1nnc(SCC(=O)Nc2sc3c(c2C(N)=O)CCCC3)[nH]c1=O	-0.5	·	-6.8
CC(C)NC(=O)N1CCC(CN2C(=O)CSC2c2ccc(C(C)(C)C)cc2)CC1 (stereo unspecified)	18.5	-8.5	-5.5
CCC(=O)O[C@]1(C(=O)CCl)[C@@H](C)C[C@H]2[C@@H]3CCC4=CC(=O)C=C[C@]4(C)[C@@]3(F)[C@@H](O)C[C@@]21C	-7.8	·	-3.1
CCc1nc2ccc(C(=O)N3CCN(C(=O)c4ccco4)CC3)cn2c1N(C)C=O	6.0	-2.0	-0.7

# An excerpt from above, reduced to mcGAS lum and NPYLR7 agonist.
compound	mcGAS lum	NPYLR7 agonist
N#CC1(C#N)OC(C#N)(C#N)C2OC=CC21 (stereo unspecified)	·	-1.1
CC(C)NC(=O)N1CCC(CN2C(=O)CSC2c2ccc(C(C)(C)C)cc2)CC1 (stereo unspecified)	-8.5	18.5
CCc1nc2ccc(C(=O)N3CCN(C(=O)c4ccco4)CC3)cn2c1N(C)C=O	-2.0	6.0
CCO[C@H]1COC[C@@H]1NC(=O)Nc1cn(CC)nn1	-6.4	·
Cc1nnc(SCC(=O)Nc2sc3c(c2C(N)=O)CCCC3)[nH]c1=O	·	-0.5

# The listing continues:
structure	NPYLR7 agonist	mcGAS lum	hcGAS lum
COc1ccc(N)cc1-n1nnnc1-n1cccn1	1.7	-6.1	-4.7
CCOC(=O)c1nc2cc(C)c(C)cc2nc1N1CCN(C(=O)c2ccc(F)c(Cl)c2)CC1	6.7	-4.6	0.0
Cc1cccn2c(CC(=O)NCCc3csc(-c4ccncc4)n3)cnc12	20.3	-12.0	-4.6
O=C(NC(c1ccccc1)c1ccccc1)[C@@H]1CCCN1C(=O)c1cc2cc(O)ccc2[nH]1	-3.0	·	1.5
Cc1cc(NC(=O)Cn2c(=O)c(C#N)c3n(c2=O)CCC3)no1	8.6	-1.2	0.3
CCCc1nc(N2CCCN(C(=O)c3ccccc3OC)CC2)c2c(C)nn(-c3ccccc3)c2n1	9.7	-3.6	-2.7
Cc1[nH]c(=O)c(C#N)c(C)c1CCC(=O)NNC(=O)CC12CC3CC(CC(C3)C1)C2	3.1	0.9	2.6
CCNC(=O)C(CC(C)C)NC(=O)OC(C)(C)C (stereo unspecified)	·	-4.7	-11.1
CCN(Cc1nc2cc(Cl)ccc2c(=O)[nH]1)C(=O)COc1ccc(C(C)C)c(C)c1	7.4	·	-4.3
COc1ccc2oc(=Nc3ccccc3OC)c(-c3nc4ccccc4[nH]3)cc2c1	-2.0	·	-4.3
N[C@@H]1[C@@H](O)[C@H](O)[C@@H](CO)O[C@H]1O	-5.0&-3.8	·	-1.0&-0.4
CCCCCn1c(=O)c2c(nc3n(CCO)c(C)c(C)n23)n(C)c1=O	-0.2	·	-1.3
CN1C(=C2C=NN(c3ccccc3)P2(=O)N2CCCC2)C(C)(C)c2ccccc21 (stereo unspecified)	-2.4	·	5.6
Cc1cccc(CN2CCN(C(=O)c3cn(-c4ccccc4)nn3)C(C)C2=O)c1 (stereo unspecified)	-2.7	·	-0.3
O=C1NC2(CCN(C(=O)COc3ccccc3)CC2)Nc2ccc(Cl)cc21	5.5	-3.1	-1.4
Oc1cccc2ccc(CN3CCCC4(CCNCC4)CC3)nc12	3.6	-9.6	-2.7
CN(CCC1CCOCC1)C(=O)CCC(=O)NC1CCCCCCC1	12.9	-16.2	-5.8
NS(=O)(=O)c1ccc(CCn2c3c(c(=S)[nH]c2=O)CCC3)cc1	-1.0	-0.7	-5.0
CCOC(=O)N1CCN(C(=O)CSc2ncnc3c2nnn3Cc2ccccc2F)CC1	-1.5	9.3	-0.1
COc1cccc([C@@H]2C[C@H](NC(C)=O)C[C@H](C3CCCCC3)O2)c1F	-3.8	·	-8.8
O=C(c1ccccc1F)N1CCCN(c2nc(Cc3ccccc3)ns2)CC1	14.4	-4.4	-7.9
COCCN(CCOC)C(=O)[C@H]1c2ccccc2C(=O)N(Cc2ccccc2)[C@H]1c1ccc(OC)cc1	-20.3	·	-2.8
O=C(c1ccsc1)N1CCN(Cc2ccn(-c3ccccc3)n2)CC1	5.5	·	-3.3
Cc1ccccc1C(=O)NCCNc1cc(-n2ccnc2C)ncn1	-17.6	-10.9	-7.8
N#CC(C1=NC2(CCCCC2)Cc2ccccc21)c1ccccc1 (stereo unspecified)	0.7	·	-8.1
COCCCN(CC(=O)N(Cc1cccn1Cc1ccc(Br)cc1)C1CCCCC1)C(=O)COCc1ccccc1	-9.8	-3.1	-9.5
COc1cc2nc(CN3CCN(Cc4ccc(Cl)cc4)CC3)[nH]c(=O)c2cc1OC	0.4	·	-3.3
FC(F)(F)c1cccc(N=c2oc3ccc(Br)cc3cc2-c2nc3ccccc3[nH]2)c1	-4.5	-3.6	-3.2
CN1CCN(CCNC(=O)c2cc3c(s2)CS(=O)(=O)C3)CC1	2.2	0.2	0.3
CN(Cc1ccccc1)C1(CNC(=O)c2cscn2)Cc2ccccc2C1	3.1	·	-2.6
Cc1nc(NC(=O)C2CCN(c3ccc(C#N)cn3)CC2)sc1C	2.7	·	-6.8
CCC(C)N(CC(=O)N1CCc2sccc2C1c1ccc(F)cc1)C(=O)c1ccc(Br)cc1 (stereo unspecified)	-3.4	-6.5	-15.3

# Additional results.
molecule	NPYLR7 agonist	mcGAS lum	hcGAS lum
CC1(C)O[C@@H]2C[C@@](OCc3ccc(C#N)cc3)(C(=O)NCCN3CCOCC3)CC(OCc3ccc(F)cc3)[C@@H]2O1 (stereo partly specified)	17.1	-3.7	-3.7
Cc1cc(CNc2cccc(CS(=O)(=O)C(C)C)c2)no1	-1.0	·	-17.7
Cc1cc(C)nc(SCc2cc(=O)c(OC(=O)/C=C/c3ccc4c(c3)OCO4)co2)n1	-9.9	1.9	-3.7
Cc1ccc(C(=O)NCCc2csc3nc(-c4cccs4)nn23)cc1[N+](=O)[O-]	-5.4	-6.5	0.4
CCc1nc2ccc(C(=O)NCCN3CCCC3)cn2c1N(C=O)Cc1ccc(OC)cc1	13.5	-4.2	-5.1
CC(=O)c1ccc(NC(=O)CSc2ccc(-c3sc(-c4cccnc4)nc3C)nn2)cc1	3.7	·	-2.9
O=C(NCc1cc(=O)[nH]cn1)C1CCN(C2CCCCC2)CC1	·	-0.3	-0.6
COc1ccc(/C=C2/C(=O)N(c3ccccc3)N=C2C)cc1OC	4.1	-1.4	-5.7
CC(CCC(=O)N1CCN(c2cnccn2)CC1)N1CCOCC1 (stereo unspecified)	·	-4.2	-4.7
C=CCCC(=O)N1CCc2ccccc2C1c1ccc(Cl)cc1 (stereo unspecified)	23.1	-9.0	-8.3
CCOC(=O)c1[nH]c(C)c(C(=O)C(C)N(CCOC)S(=O)(=O)c2ccc(Cl)cc2)c1C (stereo unspecified)	20.2	-5.8	-2.9
COc1ccc(C(=O)N2CCN(c3nc(-c4ccccc4)nc(C)c3Cc3ccc([N+](=O)[O-])cc3)CC2)c(OC)c1	19.0	-6.8	-11.1
COC(=O)c1sc2nc(C)[nH]c(=S)c2c1C	3.7	·	-3.3
Cc1nnsc1C(=O)OCc1cc(-c2ccc3c(c2)OCCO3)on1	-8.2	·	-3.6
O=C(NCCc1ccccc1)c1ccc(OC2CCN(C(=O)C3CC=CCC3)CC2)cc1 (stereo unspecified)	9.1	·	-1.5
CC(=O)N(C)C1CCN(Cc2nc(-c3cccc(C(F)(F)F)c3)oc2C)C1 (stereo unspecified)	12.0	·	-5.0
COc1cc(CC2(CCC(=O)N3CCC(Oc4cccc(Cl)c4)CC3)CCC(=O)N2)ccc1F (stereo unspecified)	-3.5	-2.0	2.2
C=CCn1c(O)c(N=Nc2ccccc2)c2ccccc21	-1.0	-4.9	-4.4
COc1ccc(-n2c(SCC(N)=O)nc3c(c2=O)SCC3)cc1OC	-3.4	-8.3	-8.2
N#Cc1ccccc1NC(=O)N1CCN(CCCOC(c2ccc(Cl)cc2)c2ccc(Cl)cc2)CC1	0.4	-7.0	-5.5
O=C(c1cnn2c(-c3ccccc3)cc(-c3ccccc3)nc12)N1CCCCCC1	-2.6	-6.2	-2.2
CC(C)(C)c1ccc(-n2c(=O)[nH]c3c(C(N)=O)nc(-c4ccccc4F)nc32)cc1	17.0	-9.0	-5.6
Cc1nc2c(=O)n(CC(=O)NCCc3ccccc3)nc(-c3ccco3)c2s1	0.4	0.0	11.5
CCCSc1ncccc1C(=O)N1CCC(O)(c2ccc(Cl)cc2)CC1	-1.6	-3.4	-6.6
COc1cc(OC)c(C2CC(c3ccc4c(c3)OCO4)Nc3nnnn32)cc1OC (stereo unspecified)	4.5	·	-9.2
CCOC(=O)C1(CCc2ccccc2)CCN(C(=O)c2cc3ncccn3n2)CC1	6.1	·	0.0
O=C(CSc1nc2ccccc2s1)Nc1nnc(C(F)(F)F)s1	-9.5	2.6	-2.8
COc1ccc(F)c(CNCc2cccnc2N(C)C2CCCCC2)c1	15.0	·	-6.5
CS(=O)(=O)N(CC(=O)NC1CC2CCC1C2)c1cccc(Cl)c1Cl (stereo unspecified)	6.0	·	3.0
CN1CCC(CNC(=O)c2ccc(Oc3ccccc3)o2)C1 (stereo unspecified)	·	-11.3	-10.2
Cc1ccc(Cc2nc(N3CCN(C(=O)c4ccc(Cl)cc4)CC3)c3c(C)nn(-c4ccccc4)c3n2)cc1	6.7	-7.0	-8.5
Cc1ccc(C(N)=S)c(C)c1	9.7	·	-14.2
COc1ccc(N2C(=O)CN(C(=O)CSc3nc(C)cs3)CC2(C)C)cc1	3.5	·	-12.2
CCc1nc(C)c(C(=O)NC(c2ccccc2)c2nnc(N)s2)s1 (stereo unspecified)	-3.1	-11.1	-8.6
CCOc1ccc(C(=O)N(C(=O)c2ccc(OCC)cc2)c2ncccc2C)cc1	-1.2	·	-4.4
O=C(COCc1ccccc1)Nc1nnc(SCCc2ccccc2)s1	-1.9	-5.9	-6.3
CCN1CCN(C2=C(Cl)C(=O)N(Cc3ccccc3)C2=O)CC1	-3.3	-6.0	-5.0
O=C(O)C1CC2CCCC(C1)C2=O (stereo unspecified)	2.1	·	-6.5
CCN(CC)C(=O)Oc1ccc2c(ccn2Cc2ccc(/C=C/c3ccccc3)cc2)c1-c1ccc(OC)cc1	22.0	-6.8	-8.3
COc1ccc(C2N(c3cccc(C(F)(F)F)c3)C(=O)C2(F)F)cc1 (stereo unspecified)	-1.8	-4.5	-7.2
COC(=O)C(NC(=O)c1cc(OC)ccc1OC)c1ccc(Br)cc1 (stereo unspecified)	4.9	·	-2.3
CCN1C(=O)/C(=C2\SC(=S)N(NC(C)=O)C2=O)c2ccccc21	12.8	-4.4	-4.3
CCN(CC(=O)NCc1cccs1)c1ncnc2sc(C)c(C)c12	-0.6	·	-3.8
Cc1c(C(=O)NCc2ccc(C#N)cc2)sc(=O)n1Cc1ccccc1C#N	2.0	·	-3.8
CCC(Nc1c2c(nc3ncnn13)CCC2)c1ccccc1 (stereo unspecified)	20.9	-8.5	-6.4
CN1CCN(S(=O)(=O)c2ccc(N(C)CC3COc4ccccc4O3)nc2)CC1 (stereo unspecified)	14.3	·	-2.6
CN(C)CCCn1c2c(c(SCC(=O)Nc3cccc(C(F)(F)F)c3)nc1=O)CCCC2	2.1	-3.7	-0.2
O=C(NCc1ccccc1)N1CCSC1c1ccccc1OCc1ccccc1 (stereo unspecified)	-7.5	-6.0	-7.2
CCCCn1c(=O)c2c(nc3n(-c4ccc(O)cc4)c(C)cn23)n(C)c1=O	-0.9	-2.2	-0.4
CCCN(CCOC)C(=O)c1ccc(-c2cc(-c3ccc(Cl)cc3)[nH]n2)cc1	5.9	-8.2	-11.8
CCn1cnc(NC(=O)NC[C@H]2C[C@H]3C=C[C@H]2C32CC2)n1	10.4	-3.7	4.5

# Reprinted from the listing, 3 compounds:
molecule	NPYLR7 agonist	mcGAS lum	hcGAS lum
Cc1ccc(C(=O)N2CCCC3(CNC(=O)O3)C2)cc1N1CCNC1=O (stereo unspecified)	7.9	-15.0	-7.0
COc1cc(/C=C/CN2CCCC(CNC(=O)c3ccco3)C2)ccc1O (stereo unspecified)	8.0&-5.5	·	0.6&-5.5
O=C(NCc1cn2ccsc2n1)C(=O)Nc1cccc2c1CCCC2	10.6	·	-10.1

# Screening data as filed in PubChem.
